From PubChem
Menin MLL FP TR: displaces Texas Red mutant MLL peptide from human menin; O00255; Menin + Texas Red MLL mutant peptide, fluorescence polarization; Potency, µM (doses to about 61.6 µM), for the others: top-dose FP activity change, negative = inhibition, actives largely listed as inhibitors; 270,000 compounds, 0.23% hits; AID 1768; active means well fitted inhibition curve with a large enough effect in the polarisation, with a control signal flat, not every such curve was filed as active; inconclusive means small, poorly fitted or top-dose-only effect, or effect the other way, or a change in a side signal; inactive means no such curve, though single readings can be large or run the other way; the % refers to the polarisation; further: potency means the concentration at half of the fitted maximal effect; % of control where 0% means no effect; many of its hits are not listed in these tables
VP16 counter: counter-screen for ROR gamma inhibitors: Gal4-VP16 reporter. Drosophila S2 Gal4-VP16 UAS-luciferase, luminescence, 20 h. Potency, µM (titrated, usually from 53.6 µM), inactives show at the highest dose activity, negative = inhibition, actives largely listed as inhibitors. 310,000 compounds, 3.5% hits. AID 2546;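 further: Gal4-VP16 expression switched on by copper sulfate through the metallothionein promoter; potency means the concentration at half of the fitted maximal effect; on the % scale 0 is the no-effect control and ±100 the full control effect; nearly all actives have a fitted effect of over 50% in size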
RORgamma inh: blocks mouse ROR gamma transcriptional activity; Drosophila S2 Gal4-RORgamma UAS-luciferase reporter, 20 h; P51450; Potency, µM (doses to about 53.6 µM), without a hit: at the highest dose activity change, negative = inhibition, actives largely listed as inhibitors; AID 2551; 310,000 compounds, 5.4% hits; further: potency means the concentration at half of the fitted maximal effect; on the % scale 0 is the no-effect control and ±100 the full control effect; nearly all actives have a fitted effect of over 60% in size
Target sequence (P51450 whole entry, looked up, the tested form may be a part): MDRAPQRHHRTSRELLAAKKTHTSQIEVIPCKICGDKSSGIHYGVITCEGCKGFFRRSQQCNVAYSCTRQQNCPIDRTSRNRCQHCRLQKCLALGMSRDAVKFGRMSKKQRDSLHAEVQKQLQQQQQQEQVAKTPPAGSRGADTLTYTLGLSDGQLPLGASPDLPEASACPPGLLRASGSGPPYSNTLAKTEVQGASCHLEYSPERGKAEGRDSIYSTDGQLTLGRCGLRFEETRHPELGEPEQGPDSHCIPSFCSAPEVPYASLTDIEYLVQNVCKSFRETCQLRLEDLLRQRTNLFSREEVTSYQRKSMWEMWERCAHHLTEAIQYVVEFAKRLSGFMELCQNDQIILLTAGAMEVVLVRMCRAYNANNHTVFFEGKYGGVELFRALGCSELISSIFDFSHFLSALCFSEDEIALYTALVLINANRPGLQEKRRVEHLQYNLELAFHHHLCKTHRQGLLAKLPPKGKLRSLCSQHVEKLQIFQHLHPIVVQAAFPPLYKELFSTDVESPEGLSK
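Luminescence from a UAS-regulated Photinus luciferase reporter in stably transfected Drosophila Schneider cells is measured; decreased signal marks ROR gamma inhibition. Fusion expression is induced by 700 uM copper sulfate for 20 hr.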
p53 reactivation: mutant p53 re-activation in reporter cells; 320,000 compounds, 0.063% hits; AID 504706; H1299 p53-A138V BP100-luciferase reporter, luminescence, 24 h; Potency, µM (series often up to 92.2 µM), for inactives: at the highest dose activity change, positive = activation, actives largely listed as activators; further: potency means the concentration at half of the fitted maximal effect; % of control where 0% means no effect; nearly all actives have a fitted effect of over 45% in size
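p53-null H1299 cells stably carrying temperature-sensitive p53-A138V and a BP100-luciferase reporter were pinned with compounds (4-point, 1:5 series) and held 24 hrs at 37 deg C. Luminescence was read 10 min after detection reagent.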
Giardia killer: Giardia lamblia killing. Giardia lamblia trophozoite viability. activity change, % at 7.66 µM, hits read low. 340,000 compounds, 0.15% hits. AID 540267; in the data active means activity change below about -80%; inconclusive means between about -30% and that limit;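 further: parasites exposed to compound for two days anaerobically before the ATP read; on the % scale 0 is the no-effect control and ±100 the full control effect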
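Media and compound were dispensed first, then trophozoites at 100 cells/well; plates sat 48 hrs at 37 deg C without oxygen before ATP luminescence reagent was added and read after 15-30 min at room temperature.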
NPC1 promoter act: activates the NPC1 promoter | Huh7 NPC1 promoter luciferase reporter, 24 h | Potency, µM (highest dose often 9.22 µM), for inactives: at the top dose activation, actives largely listed as activators | AID 485313 | 320,000 compounds, 2.4% hits;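 further: potency means the concentration at half of the fitted maximal effect; % of control where 0% means no effect; nearly all actives have a fitted effect of over 60% in size; reporter is driven by a mutant NPC1 promoter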
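Luminescence from an NPC1 promoter-driven luciferase reporter in stably transfected Huh7 cells was measured after 24 h compound treatment at 37 °C, followed by 10 min ambient incubation with luciferase detection reagent.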
FLuc modulator: counter-screen for miR-21 project: firefly luciferase inhibitors or activators; 360,000 compounds, 6.9% hits; P08659; purified FLuc, Km substrates, luminescence inhibition; Potency, µM (doses to about 57.5 µM), without a hit: at the top dose activity change, negative = inhibition, hits mostly inhibitors;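 further: potency means the concentration at half of the fitted maximal effect; plate controls were vehicle for no effect and reference inhibitor for full effect; nearly all actives have a fitted effect of over 55% in size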
Target sequence (P08659 whole entry, looked up): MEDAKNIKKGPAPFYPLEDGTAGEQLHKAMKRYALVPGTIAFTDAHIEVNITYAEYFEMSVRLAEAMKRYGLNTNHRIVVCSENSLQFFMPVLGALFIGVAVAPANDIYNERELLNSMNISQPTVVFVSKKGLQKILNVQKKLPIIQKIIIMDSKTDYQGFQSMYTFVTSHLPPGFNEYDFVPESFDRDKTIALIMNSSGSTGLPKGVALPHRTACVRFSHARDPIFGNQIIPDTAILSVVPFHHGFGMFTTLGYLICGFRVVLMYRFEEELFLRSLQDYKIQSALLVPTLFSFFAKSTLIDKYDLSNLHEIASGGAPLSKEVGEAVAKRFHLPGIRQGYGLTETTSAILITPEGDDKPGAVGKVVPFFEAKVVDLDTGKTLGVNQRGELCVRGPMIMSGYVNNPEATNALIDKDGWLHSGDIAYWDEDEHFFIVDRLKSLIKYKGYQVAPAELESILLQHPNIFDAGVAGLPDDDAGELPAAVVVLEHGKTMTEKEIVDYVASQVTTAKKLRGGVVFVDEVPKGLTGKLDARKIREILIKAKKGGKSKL
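Purified P. pyralis luciferase (10nM final) with 10uM D-luciferin and 10uM ATP (Km levels) in 50mM Tris acetate pH 7.5, 10mM Mg acetate, 0.01% Tween-20, 0.05% BSA; qHTS 6-point titration, ~60 µM downward; luminescence read.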
BRCA1 expr act: increases BRCA1 expression; Potency, µM (series often up to 46.1 µM), without a hit: top-dose activation, most hits filed as activators; 380,000 compounds, 1.1% hits; MCF7-BRCA1-FFLuc reporter, luminescence, 48 h; response scale: scaled: vehicle 0%, 10 µM genistein 100%; further: potency means the concentration at half of the fitted maximal effect; nearly all actives have a fitted effect of over 80% in size; some results filed as inactive show a strong effect at the top dose
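MCF7-BRCA1-FFLuc, 2000 cells/well; 2 h attach, 37 °C/5% CO2; compound 48 h; luciferase substrate 15 min; luminescence end-point. Norm. to genistein 10 microM max activation and DMSO; concentration-response curves fitted.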
ELG1 genotox: induces genotoxicity in HEK293T cells with luciferase-tagged ELG1; HEK293T ELG1-luciferase reporter, luminescence, 16 h; Potency, µM (top dose mostly 46 µM), without a hit: at the highest dose activity change, positive = activation, most hits filed as activators; 330,000 compounds, 1.3% hits; AID 504466; further: potency means the concentration at half of the fitted maximal effect; % of control where 0% means no effect; nearly all actives have a fitted effect of over 60% in size
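Luminescence read-out: rising ELG1-luciferase signal, reflecting elevated ELG1 protein under genetic stress, flags genotoxic compounds. Cells were treated for 16 hr at 37 °C before ONE-Glo detection.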
PKM2 activator: increases activity of human pyruvate kinase M2 | P14618 | purified PKM2, Kinase-Glo ATP luminescence, activation; response scale: 0% is enzyme alone, no compound | Potency, µM (titrated, usually from 57.5 µM), without a hit: top-dose activation, hits mostly activators | 260,000 compounds, 0.34% hits; further: potency means the concentration at half of the fitted maximal effect; on the % scale 0 is the no-effect control and ±100 the full control effect; nearly all actives have a fitted effect of over 55% in size
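Kinase-Glo luminescence reports ATP generated from ADP (0.1 mM) and PEP (0.5 mM) by purified hPK-M2 after 1 h at room temperature, pH 7.2 imidazole buffer; intermediate enzyme activity allows detecting inhibitors and activators.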
Rab9 prom act: Rab9 promoter activation. Huh7 Rab9 promoter-luciferase reporter, luminescence, 24 h. Potency, µM (titrated, usually from 9.22 µM), for the others: top-dose activation, negative = inhibition, usual class: activators. 320,000 compounds, 2.8% hits. AID 485297; further: potency means the concentration at half of the fitted maximal effect; % of control where 0% means no effect; nearly all actives have a fitted effect of over 60% in size
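Luciferase signal after 10 min detection reagent at ambient indicates Rab9 promoter upregulation; stably transfected Huh7 cells were treated 24 h with compound in DMSO at 37 °C, 5% CO2.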
Numbers without * were called inactive; ? = inconclusive; . = not tested or not shown; & = joins results of further samples; [ ] = dose if it differs, or a comment. Unless noted, the call rests on the fitted dose curve; in most records, active means well fitted curve in the direction sought with a large enough effect; inconclusive means small, poorly fitted or top-dose-only effect, or another doubt; inactive means no such curve, though single readings can be large; an effect the other way counts as inactive or inconclusive.

entry	Molecule	Menin MLL FP TR	VP16 counter	RORgamma inh	p53 reactivation	Giardia killer	NPC1 promoter act	FLuc modulator	BRCA1 expr act	ELG1 genotox	PKM2 activator	Rab9 prom act
1	COc1ccccc1NC(=O)C1CCCN(S(=O)(=O)c2ccc(-n3cnnn3)cc2)C1 (stereo not drawn)	.	6.8%	27.2%	-4.1%	-26.2	-0.5%	-2.5%	-6.2%	-18.2%	.	-2.0%
2	COCCn1c(SCc2ccc(F)cc2)nc2c1c(=O)[nH]c(=O)n2C	-5.4%	4.6%	-2.9%	-1.7%	26.6	2.2%	-15.6%	-0.6%	4.2%	-3.1%[11.5 µM]	-1.7%
3	CN1CCN(S(=O)(=O)c2cccc(C(=O)N(Cc3nnc(-c4ccccc4Cl)o3)C3CC3)c2)CC1	.	-13.3%	0.1%	10.9%	7.3	-2.1%	?	16.0%	-1.2%	-2.1%	-0.1%
4	Cc1cc(C)c2c3c(sc2n1)C(=O)N(C)CC(=O)N3	-6.8%	-3.0%	-23.8%	-0.1%	-5.2	0.3%	-0.8%	0.7%	4.2%	-0.5%	-1.6%
5	CCOC(=O)c1c(NC(=O)CC(C)C)sc(C(C)=O)c1C	3.8%	-0.4%	5.2%	-16.4%	-11.4	-2.5%	0.5%	-0.8%	-0.6%	0.2%	-2.3%
6	CCCOc1ccc(NC(=O)C2CCCNC2=O)cc1 (stereo not drawn)	-11.4%	-4.9%	41.0%	15.7%	-6.7	0.1%	3.6%[2.3 µM]	-13.4%	7.3%	-0.4%	13.3%
7	Cc1ccc(Cn2c(C3CCCN3c3nc(C)cs3)nc3cc(C(F)(F)F)ccc32)cc1 (stereo not drawn)	-17.6%	?	3.55µM*	.	9.7	-2.8%	0.3%	0.0%	-7.4%	3.0%	-4.9%
8	COc1cc(CN2CCCCCC2)c([N+](=O)[O-])cc1OC	-3.8%	-3.3%	16.4%	17.0%	0.1	-5.9%	-12.6%	23.4%	-0.6%	1.1%	0.3%
9	Cc1cc(C)cc(-n2c(C)cc(/C=N/NC(=O)CN(c3c(C)cccc3C)S(C)(=O)=O)c2C)c1	?	-20.5%	12.6µM*	1.2%	-4.0	-1.2%	0.1%	-37.7%	-1.6%	0.1%	-34.8%[inhibitor]
10	CN(C)S(=O)(=O)c1cccc(NC(=O)CCCc2nc3ccccc3c(=O)[nH]2)c1	.	.	.	-3.5%	-7.7	0.0%	0.1%	-9.6%	0.0%	.	2.5%
11	Cc1ccccc1SCCNC(=O)c1ccccc1Br	9.4%	-5.1%	31.3%	3.5%	11.8	22.4%	23.9µM*	?	17.6%	1.7%	?
12	O=C(Nc1ccc(S(=O)(=O)N2CCCC2)cc1)c1cccs1	?	2.0%	36.4%	2.0%	3.7	-4.9%	0.4%	21.7%	-4.4%	0.4%	12.1%
13	O=[N+]([O-])c1ccc(OCCCCN2CCc3ccccc3C2)cc1	-18.5%	-4.0%	8.1%	-0.5%	-9.8	-5.1%	-0.9%	-6.2%	-9.0%	-0.1%	-1.5%
14	S=c1[nH]nc(-c2ccco2)n1/N=C/c1ccc(Cl)c(Cl)c1	22.1%	5.62µM*	5.62µM*	2.2%	24.2	-0.1%	2.5%	-9.9%	5.0%	-13.5%	0.1%
15	COCCn1c(SCC(=O)Nc2cc(C)on2)nc2c(c1=O)SCC2	.	4.6%	-0.2%	-4.5%	-1.7	-13.2%	4.8%	-22.0%	6.8%	3.9%	4.6%
16	O=C(COc1ccccc1/C=C1\SC(=O)NC1=O)Nc1ccccc1	?	-4.9%	17.9%	12.2%	-2.2	-2.2%	?	-6.5%	-0.2%	4.1%	-4.3%
17	CCOC(=O)C1CCCN(Cc2ccc(OCc3ccccc3)cc2)C1 (stereo not drawn)	-25.8%	8.2%	-10.1%	6.9%	45.9[activator]	8.0%	?	55.0%	-4.7%	-2.9%[11.5 µM]	3.8%
18	O=C(NCCc1csc(-c2cccc(F)c2)n1)c1ccco1	.	14.3%	38.2%	-3.7%	3.9	-1.1%	-18.3%&-16.4%	35.8%	-4.2%	.	-3.8%
19	Cc1ccc(C)c(NC(=O)CN(C)C(=O)c2cc(-c3cccs3)nn2-c2ccccc2)c1	.	2.8%	27.6%	-1.5%	8.7	6.2%	0.1%	-17.2%	-14.3%	8.2%	3.0%
20	Cc1cc(NC(=O)CN(C)C)c([N+](=O)[O-])cc1C	2.9%	-6.5%	4.0%	-1.2%	5.6	0.8%	5.4%	4.5%	-0.5%	-1.1%	1.5%
21	CN(Cc1ccccc1F)Cc1cc(=O)oc2cc(O)c(Cl)cc12	?	-5.8%	-44.9%	1.5%	-13.1	3.1%	-0.9%	-28.3%	4.9%	0.8%	-2.1%
22	CCCCC1CCC(C(=O)N(CC(C)C)c2c(N)n(Cc3ccccc3)c(=O)[nH]c2=O)CC1 (stereo not drawn)	.	.	.	-3.1%	17.4	-7.6%	1.0%	-14.6%	9.4%	.	-2.1%
23	COc1cccc(OCC(O)CN2CCN(c3ccc(Cl)cc3)CC2)c1 (stereo not drawn)	-12.3%	5.8%	15.9%	-7.0%	-1.6	-0.3%	-1.7%	1.2%	-9.1%	-2.0%	-5.7%
24	Cc1cc(C)nc(NC2=NCC(=O)N2c2ccc3c(c2)OCCO3)n1	-8.4%	-0.1%	?	18.9%	-1.6	-4.7%	-2.0%	-10.0%	0.9%	13.0%	-1.8%
25	COc1ccc(/C=C(\C#N)C(=O)N2CCOCC2)cc1Br	5.1%	-9.1%	-31.4%	4.6%	-2.2	1.9%	-12.7%	-21.8%	0.8%	6.1%	-0.3%
26	Cc1ccnc(NC(=O)c2cc(S(=O)(=O)NCc3ccccc3)ccc2C)c1	.	.	.	?	-3.4	-2.5%	?	-1.8%	0.0%	.	-2.5%
27	CCCCC1C2=C(CCCC2=O)OC2=C1C(=O)CCC2	-18.9%	11.7%	-32.5%	-14.2%	-10.2	0.0%	-2.5%	9.5%	-1.9%	0.0%	-1.3%
28	COC(=O)CCC(=O)NNC(=O)c1ccc(Cl)cc1Cl	5.0%	-14.2%	11.2µM*	24.3%	-8.7	-0.8%	-2.0%	-1.4%	2.6%	7.4%	-7.2%
29	Cc1ccc(CS(=O)Cc2ccc(C(=O)N3CCOCC3)o2)cc1 (stereo not drawn)	-2.0%	2.1%	8.9%	1.1%	-3.7	-5.6%	1.1%	17.1%	2.8%	.	2.1%
30	CCN(c1ccccc1)S(=O)(=O)c1cc(C(=O)OC2CCOC2=O)ccc1C (stereo not drawn)	.	.	.	-0.5%	7.7	0.8%	-0.4%	5.2%	1.1%	.	-1.6%
31	CCOC(=O)c1sc(Nc2ccc(Br)cc2)nc1C	.	1.5%	3.8%	8.1%	-11.5	15.5%	19µM*	2.3%	7.8%	1.4%	16.6%
32	CCc1cc2c(=O)c(-c3nc4ccccc4n3C)coc2c(CN2CCCCC2)c1O	-6.0%	-0.6%	-2.5%	3.4%	-25.7	-1.2%	-1.8%	-0.3%	-2.7%	.	2.2%
33	COc1ccc(-n2nc3c(c2NC(=O)c2c(F)cccc2Cl)CS(=O)C3)cc1 (stereo not drawn)	-0.1%	-6.6%	-2.3%	-5.3%	?	1.8%	1.4%	0.1%	1.5%	-0.5%	-1.3%
34	NC(=O)c1ccc(-n2c(CCC(=O)O)ccc2-c2cccs2)cc1	-0.5%	7.3%	23.4%	?	-15.6	-1.4%	?	-17.2%	-0.5%	-16.6%	2.7%
35	Cc1ccc(Cl)c(OCC(O)CN(CCO)CCO)c1 (stereo not drawn)	-1.4%	4.0%	-7.0%	1.6%	-1.2	-2.2%	0.9%	1.4%	-0.4%	0.4%	4.2%
36	Cc1cccc(OCCNc2nc3c(c(=O)n(C)c(=O)n3C)n2C)c1	7.6%	-17.8%	9.2%	-0.5%	-15.6	-3.1%	-4.5%	-7.3%	-5.6%	-13.8%	-6.9%
37	Nc1cc(=O)[nH]c(SCC(=O)Nc2ccc(Oc3ccccc3)cc2)n1	.	-5.5%	16.5%	4.0%	-11.3	-1.2%	-1.9%	-16.9%	-3.4%	.	5.0%
38	CCCCN(C(=O)c1ccc2c(c1)OCO2)c1c(N)n(CCCC)c(=O)[nH]c1=O	.	.	.	0.8%	28.4	-10.5%	4.7%	7.8%	0.4%	.	-1.9%

Only part of the results is shown. The share of hits here may be higher or lower than overall.
